SR-BI HDL uptake: inhibitors of SR-BI mediated HDL lipid uptake, primary screen, ldlA[mSR-BI] cells, fluorescence, single point | Scavenger receptor class B member 1 (Mus musculus), Q61009 | ldlA[mSR-BI] CHO cells, DiI-HDL uptake fluorescence, 3 h | inhibition, % at 12.5 µM | 320,000 compounds, 0.96% hits;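 active = mean replicate inhibition of at least 70% and a set share of replicates each scoring 70 or more; inconclusive = meets just one of the two criteria; inactive = fails both criteria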;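 note: 0% = median of neutral control wells and 100% = median of positive control wells; values of inactives mirror those of a sister screen read the other way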
MITF act: activators of MITF-driven TRPM1 promoter reporter, primary screen, cell-based, SK-MEL-5, luciferase, single point; SK-MEL-5 TRPM1-promoter luciferase, 24 h; % of positive control, neutral wells = 0; 300,000 compounds, 0.75% hits; activation, % at 12.5 µM; AID 588334, 2011;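 active = mean activation of at least 80% with every replicate also reaching 80%; inconclusive = mean reaches 80% but some replicate falls short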;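 note: 0% = neutral control wells and 100% = parthenolide positive control wells; values of inactives mirror those of a sister screen read the other way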
dFosB activator: activators of delta FosB homodimer, primary screen, biochemical, fluorescence polarization, TAMRA-CDK5 oligo, single point | purified delta FosB; percent of positive-control signal above neutral wells | 340,000 compounds, 0.99% hits | Protein FosB (Mus musculus), P13346 | activation, % at 25 µM;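 active = mean activation above about 17%, with every replicate also reaching it, limit read from the data, passing the limit was not always enough; inconclusive = only one of the two conditions met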;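 note: fluorescence polarization rise as delta FosB binds a TAMRA Cdk5 AP-1 oligo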
Target sequence (P13346 whole entry, looked up): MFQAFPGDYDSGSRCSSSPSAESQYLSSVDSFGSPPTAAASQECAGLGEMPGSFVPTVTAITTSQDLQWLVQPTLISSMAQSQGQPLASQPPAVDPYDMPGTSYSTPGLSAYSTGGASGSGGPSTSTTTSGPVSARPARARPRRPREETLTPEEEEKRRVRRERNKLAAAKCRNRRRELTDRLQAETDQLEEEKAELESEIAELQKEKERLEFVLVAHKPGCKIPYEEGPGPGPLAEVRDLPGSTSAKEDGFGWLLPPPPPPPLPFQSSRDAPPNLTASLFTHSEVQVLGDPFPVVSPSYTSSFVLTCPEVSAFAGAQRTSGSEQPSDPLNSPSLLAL
DSG3 Ab inh: inhibitors of pemphigus antibody binding to DSG3, primary screen, biochemical, bead-based, flow cytometry, scFv-GFP | Desmoglein-3 (Homo sapiens), P32926 | binding (percent of control), % at 10 µM | DSG3-coupled beads, scFv-anti-DSG3-GFP binding; hits give low values | 310,000 compounds, 0.48% hits;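 active = binding more than 3 SD below its plate's average and above zero; inconclusive = below that plate limit but binding exactly zero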;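 note: hits lower antibody fragment binding to DSG3; some compounds called inactive have numbers as strong as hits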
SR-BI DiI-HDL act: activators of SR-BI mediated DiI-HDL uptake, primary screen, ldlA[mSR-BI] CHO cells, DiI fluorescence; AID 504775, 2011; 320,000 compounds, 0.096% hits; 3 h; 100 = double the neutral-control signal; activation, % at 12.5 µM;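 active = mean replicate activation of at least 60% and every replicate at or above 60%; inconclusive = mean or all-replicate condition met, but not both; inactive = mean below 60% and not all replicates reaching 60%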;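 note: 0% = median plate neutral-control signal and 100% = twice that signal; values of inactives mirror those of a sister screen read the other way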
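System: CHO ldlA[mSR-BI] cells / Medium: HEPES-buffered (25 mM, pH 7.4) F12 plus 0.5% BSA / Probe or stimulus: labelled HDL, 10 µg/mL / Doses: single compound concentration, delivered by pin transfer / Schedule: 3 h, 37 °C / Measured by: DiI fluorescence, bottom read / Measure: cell-associated DiI fluorescence as measure of HDL uptake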
Mot1-301 SUMO: yeast Mot1-301 growth rescue at high temperature, primary screen, SUMOylation pathway inhibitor project, S. cerevisiae, ATP luminescence, 38.5C | S. cerevisiae Mot1-301 growth rescue; percent above DMSO median, 100 means doubled | growth rescue, % at 18.8 µM | 320,000 compounds, 1% hits;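 active = every valid replicate shows activation above 250% relative to neutral control wells; inactive = the rest, any valid replicate at or below 250%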;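 note: OY570 slx delta 5 strain wells were the positive control but not used for scaling; some compounds called inactive have numbers as strong as hits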
PKA-R1A act: activators of PKA-R1A holoenzyme, primary screen, biochemical, fluorescence polarization, Cy5-IP20, bovine R1A, mouse PKAc. cAMP-dependent protein kinase type I-alpha regulatory subunit (Bos taurus) + …. PKA-R1A dissociation; scaled: DMSO 0%, 113 µM cGMP 100%. activation, % at 11.4 µM. 340,000 compounds, 0.083% hits;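 active = percent activation above the mean of all tested compounds plus 3 SD, cut at about 19% in these data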;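 note: higher means more PKAc released from R1A so a rise in polarization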
PKA-R2B activ: activators of PKA-R2B holoenzyme, primary screen, biochemical, fluorescence polarization, Cy5-IP20, human; cAMP-dependent protein kinase catalytic subunit beta (Homo sapiens) + cAMP-dependent …; PKA-R2B holoenzyme dissociation; R2B truncated from residue 108, S112A mutant; 0% DMSO only, 100% 113 µM cGMP; activation, % at 11.4 µM; 340,000 compounds, 0.079% hits;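 active = activation above a cutoff set at the mean over all compounds plus 3 SD, cut at about 18% in these data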;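 note: higher means more holoenzyme dissociation and a rise in polarization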
CDK5 p35 inh: inhibitors of human CDK5/p35 kinase, primary screen, biochemical, single concentration | Recombinant CDK5/p35, ADP-Glo luminescence, 60 min | inhibition, % at 10 µM | 330,000 compounds, 0.01% hits;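 active = highest replicate inhibition of at least 50% and at least 75% of replicates reaching 50%; inconclusive = only one of the two criteria met; inactive = both criteria failed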;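 note: plate controls were DMSO neutral control for no effect and GW8510 at 10 µM for full effect; many of its hits are not listed in these tables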
Target sequence (Q00535 whole entry, looked up): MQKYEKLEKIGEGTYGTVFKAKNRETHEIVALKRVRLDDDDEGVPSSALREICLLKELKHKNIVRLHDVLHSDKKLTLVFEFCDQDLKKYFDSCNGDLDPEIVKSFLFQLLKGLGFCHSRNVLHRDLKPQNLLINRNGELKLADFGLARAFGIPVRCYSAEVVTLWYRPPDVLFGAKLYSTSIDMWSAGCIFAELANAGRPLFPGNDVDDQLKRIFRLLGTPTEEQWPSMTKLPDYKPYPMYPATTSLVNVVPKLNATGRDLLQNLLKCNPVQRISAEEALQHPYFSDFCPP
Target sequence (Q15078 whole entry, looked up): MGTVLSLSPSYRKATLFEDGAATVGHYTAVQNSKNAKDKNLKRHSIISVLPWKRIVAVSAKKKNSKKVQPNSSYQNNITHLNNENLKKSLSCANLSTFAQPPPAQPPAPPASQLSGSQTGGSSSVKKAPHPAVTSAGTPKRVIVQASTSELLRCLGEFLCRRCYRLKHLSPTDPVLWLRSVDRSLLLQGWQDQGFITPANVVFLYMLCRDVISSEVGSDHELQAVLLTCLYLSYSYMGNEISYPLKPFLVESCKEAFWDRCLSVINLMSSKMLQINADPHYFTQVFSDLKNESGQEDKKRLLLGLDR
NSD2 HMT inh: NSD2 histone methyltransferase inhibitors, primary screen, biochemical, AlphaScreen, single concentration, set 2; Histone-lysine N-methyltransferase NSD2 (Homo sapiens), O96028; NSD2 peptide methylation, 120 min; inhibition, % at 12.5 µM; 310,000 compounds, 0.54% hits; AID 743445, 2014; in the data active = inhibition above about 50%
Arrestin-AP2 inh: inhibitors of beta-arrestin/AP2 binding, primary screen, biochemical, GPCR trafficking, flow cytometry; FITC-arrestin peptide / GST-AP2 beads; AP2 beta2 appendage carries R879A mutation; beta-arrestin 1 C-terminal peptide binding to AP2 beta2-adaptin appendage (human); inhibition, % at 10 µM; 340,000 compounds, 0.31% hits;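 active = inhibition above a set limit, near 3 SD of compounds lacking own fluorescence, cut at about 54% in these data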;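 note: plate controls were DMSO wells for no effect and 5 µM unlabelled arrestin peptide for full effect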
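test system = AP2 appendage R879A on GSH beads | buffer or medium = PBS plus Tween 20 (0.05%) and BSA (0.1%) | incubation = 12 min plus 1 h, RT | detection = bead flow cytometry, FITC channel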
* = called active by the depositor; ? = inconclusive; nt = no result given.

entry	smiles	SR-BI HDL uptake	MITF act	dFosB activator	DSG3 Ab inh	SR-BI DiI-HDL act	Mot1-301 SUMO	PKA-R1A act	PKA-R2B activ	CDK5 p35 inh	NSD2 HMT inh	Arrestin-AP2 inh
1	O=c1c2ccccc2nc(/C=C/c2cccc([N+](=O)[O-])c2)n1CCCO	29.6	-4.6	-2.3	95.4	-29.6	-0.3	-3.5	-1.6	1.5	-1.4	4.8
2	CCCCn1c(N)c(N(CCC(C)C)C(=O)c2ccc(COc3ccccc3)o2)c(=O)[nH]c1=O	13.8	-5.1	-4.9	104.5	-13.8	-17.1	-0.4	-3.7	1.4	-0.2	18.3
3	Cc1c(CCO)sc[n+]1CC(=O)OCCC12CC3CC(CC(C3)C1)C2	-30.0	8.9	-6.8	108.6	30.0	-19.4	-8.8	3.7	-1.9	-0.5	5.7
4	Cc1ccc2cc(CN(Cc3ccco3)C(=O)C3CCCCC3)c(=O)[nH]c2c1C	-11.1	2.2	-4.3	101.0	11.1	-31.4	-0.7	7.1	-1.8	1.1	-8.4
5	CCc1ccc(O)c(CNCCNCc2cc(CC)ccc2O)c1	-1.3	-45.6	-5.2	104.7	1.3	138.7	-2.9	-12.4	0.9	nt	11.7
6	COC(=O)Oc1ccc(/C=N/NC(=O)CN(c2ccccc2Cl)S(C)(=O)=O)cc1OC	nt	-9.2	-14.0	98.0	nt	2.2	-5.7	-4.7	0.1	1.2	14.2
7	Cn1c2ccsc2c2ncn(Cc3ccc(F)cc3)c(=O)c21	13.0	14.9	-12.8	109.1	-13.0	nt	-5.1	-4.2	0.2	nt	15.2
8	Cc1ccc2nc(-c3ccc(SCC(=O)Nc4nc(C)cs4)nc3)[nH]c2c1	15.1	-10.2	33.0*	111.4	-15.1	4.3	-5.7	-16.8	-0.9	0.8	-0.3
9	O=c1c(-c2nnc(SCc3ccc(Cl)c(Cl)c3)o2)cccn1Cc1ccccc1	11.2	18.1	-13.5	99.6	-11.2	172.0	-7.6	1.0	1.4	-0.6	-7.4
10	CCN1C(=O)CC(N2CCC(Nc3ccc(F)cc3)CC2)C1=O (stereo not drawn)	-24.6	-7.5	-0.4	110.0	24.6	-6.2	6.5	1.4	0.7	0.4	8.7
11	OC(CN1CCN(c2cccc(C(F)(F)F)c2)CC1)c1c[nH]c2ccccc12 (stereo not drawn)	18.4	-9.8	-8.9	109.2	-18.4	-2.5	-15.3	-2.8	-1.4	5.5	-1.1
12	CCOC(=O)Cc1cc(=O)n2[nH]c(-c3ccccc3)c(-c3ccccc3)c2n1	18.9	-6.1	-13.0	102.5	-18.9	-1.8	-1.4	-2.4	0.9	-0.8	7.6
13	COc1ccccc1-c1cc(C(F)(F)F)nc(N2CCCC2)n1	26.7	-2.4	0.2	99.0	-26.7	-19.8	2.5	4.5	-0.9	-1.2	23.3
14	COc1ccccc1-n1c(CNc2c(C)cccc2C)nnc1SCC(=O)N1CCOCC1	-11.2	nt	2.2	100.9	11.2	5.4	0.7	2.1	2.1	0.8	8.5
15	COc1cc2[nH]c(C(=O)N3CCc4ccccc4C3)cc2c(OC)c1OC	?	-6.3	-10.2	105.2	-71.1	214.7	-3.6	-1.6	1.4	7.5	30.8
16	N=c1n(CCN2CCOCC2)c2ccccc2n1Cc1ccccc1Br	-1.5	1.8	-0.2	108.5	1.5	9.9	1.4	-9.4	0.4	-0.4	1.2
17	Cc1nc(Nc2nc(CSc3ccc(Cl)cc3)cc(=O)[nH]2)nc2ccccc12	-4.4	-4.8	-4.4	124.3	4.4	-5.5	3.0	-1.9	0.5	-2.1	-4.5
18	CC1Cc2ccccc2N1S(=O)(=O)c1ccc(Cl)nc1 (stereo not drawn)	nt	-7.7	-1.7	117.2	nt	149.7	-6.9	-11.9	0.6	-20.7	8.7
19	O=C(Nc1ncc([N+](=O)[O-])s1)c1cccc([N+](=O)[O-])c1	-6.1	-5.0	5.0	91.7	6.1	-29.5	-3.7	0.5	-0.3	nt	-2.5
20	COc1cccc(C2C3=C(N=c4s/c(=C\c5cccc(O)c5)c(=O)n42)c2ccccc2CC3)c1OC (stereo not drawn)	32.1	-6.8	-8.9	77.5	-32.1	9.5	-3.3	-11.3	0.5	1.3	2.6
21	CNC(=O)c1c[nH]c2ccc(S(=O)(=O)Nc3cccc(SC)c3)cc2c1=O	15.1	-17.2	19.4*	99.6	-15.1	15.1	-7.1	0.0	1.2	-0.5	9.6
22	COc1ccc(C(CNCC(O)COc2c(C)ccc(C)c2C)N(C)C)cc1 (stereo not drawn)	-3.9	-6.7	-1.9	107.7	3.9	-1.5	-5.4	-5.7	0.4	2.4	8.2
23	CC(=O)c1cc2c(cc1N)OCO2	-15.5	-2.5	6.3	102.6	15.5	-27.7	0.6	2.9	-0.5	5.2	12.3
24	COc1cc(/C=N/Nc2cc(C)nc(NS(=O)(=O)c3ccc(C)cc3)n2)ccc1O	-10.0	1.6	-0.8	86.7	10.0	nt	4.0	2.6	-1.1	-0.5	19.7
25	O=C(CN1C(=O)NC2(CCCCC2)C1=O)Nc1ccccc1Cl	-23.5	-0.8	-8.4	104.7	23.4	2.5	4.2	-5.8	-0.9	5.3	4.4
26	Cc1cc(N2C3CCC2CC(O)(c2ccc(F)cc2)C3)nc(-c2ccccc2)n1 (stereo not drawn)	-8.5	-4.4	-6.6	105.8	8.5	-16.8	-9.4	-16.8	-0.2	nt	6.0
27	Cc1nc2c(C)cccc2c(SC(=N)N)c1CC=C(Cl)Cl	-23.5	0.8	-3.4	106.8	23.5	8.1	0.3	-1.3	-0.5	-2.4	36.6
28	Cc1cc(C(=O)OCC(=O)NC2CCCCC2)c(C)o1	-43.1	12.7	3.9	nt	43.1	-8.3	7.1	-2.1	-0.1	0.8	6.0
29	Cc1cccc(OCCCN2CCCCCC2)c1	-35.5	2.8	-0.6	94.9	35.5	33.8	2.2	4.1	5.2	5.7	24.6
30	CCN(CC)C(=O)/C(=C\c1ccc2c(c1)OCO2)NC(=O)c1ccc(Br)cc1	42.9	-17.3	-3.1	105.9	-42.9	-4.5	-1.6	-4.7	0.6	-2.4	-6.2
31	COCc1cc(C)nc(N)c1C#N	17.5	7.2	3.8	102.9	-17.5	197.2	2.8	-5.3	0.1	-3.2	-0.1
32	COc1ccc(N2CCN(C(=O)c3oc4ccccc4c3C)CC2)cc1	-1.2	-21.5	-4.7	109.7	1.2	6.5	-13.2	-5.0	-0.5	13.7	9.5
33	COCCCNC(=O)CN(c1cc(OC)ccc1OC)S(=O)(=O)c1ccccc1	-6.8	-2.1	-7.2	91.7	6.8	nt	8.2	11.2	0.7	2.3	-2.3
34	Cc1ccc2nc(-c3cccc(NC(=O)c4ccco4)c3)[nH]c2c1	4.0	31.0	-17.7	107.6	-4.0	-15.2	-5.2	0.6	0.4	0.3	3.6
35	CCOC(=O)C1C2C=CC3(CN(CCc4ccccc4)C(=O)C13)O2 (stereo not drawn)	-5.8	-9.4	-1.6	89.6	5.8	-20.1	-0.6	-2.3	0.3	-5.8	-5.2
36	COc1cc(C(=O)NCC(=O)N/N=C/c2ccc(OC(=O)c3ccco3)cc2)cc(OC)c1OC	39.4	-7.7	1.6	102.5	-39.4	2.9	-4.4	6.3	-0.2	4.0	-17.3
37	CC(C)(C)c1csc(NC(=O)c2c(F)c(F)c(F)c(F)c2F)n1	-12.7	5.9	-4.5	92.0	12.7	-13.0	-2.0	1.4	0.2	-6.6	10.3
38	O=C1c2ccccc2C(=O)N1CCCSc1nc2ccccc2o1	-13.0	5.1	3.3	100.9	13.0	-13.1	-8.3	1.5	0.7	-0.1	2.0
39	CN(Cc1ccc(C(F)(F)F)cc1)C(=O)C1CC(=O)N(Cc2ccco2)C1 (stereo not drawn)	2.3	-3.1	-4.1	nt	-2.3	7.8	-11.6	-6.4	2.6	-1.7	2.0
40	Cc1ccc(C)c(C(=O)COC(=O)c2c(-c3ccccc3)noc2C)c1	16.9	0.7	-5.2	97.3	-16.9	nt	1.4	-2.0	0.7	2.2	14.7
41	COc1cccc2c(=O)n(CC(=O)NC3CCCC3)ccc12	1.7	18.5	-1.0	93.8	-1.7	-10.8	-8.7	-10.5	-0.9	nt	-9.1
42	CN1CCN(C(=O)c2ccc3c(c2)N(Cc2cccc(Cl)c2)C(=O)c2ccccc2S3=O)CC1 (stereo not drawn)	-8.7	2.6	-2.1	102.8	8.7	75.2	1.5	-0.7	-1.1	nt	3.3
43	CCN1CCN(c2ccc(Cl)cc2NC(=O)c2ccco2)CC1	32.0	12.8	-2.8	97.0	-32.0	nt	-16.8	3.9	-1.1	6.9	1.1
44	O=C(NCC1CCCO1)c1cc(-c2ccco2)nc2ccccc12 (stereo not drawn)	2.6	1.2	-12.6	75.7	-2.6	nt	-2.1	-6.6	-1.7	7.6	-3.5
45	COC(=O)c1cc(C#N)c(N2CCN(C)CC2)nc1C	1.3	-10.6	-4.2	105.3	-1.3	-11.9	7.2	-15.4	-4.8	-0.1	9.6
46	COc1ccc(CCNC(=O)C(=O)NCC2OCCN2S(=O)(=O)c2ccc(OC)c(OC)c2)cc1 (stereo not drawn)	-8.1	nt	-3.7	102.9	8.1	-16.2	-12.1	-6.2	2.5	nt	6.0
